Screening data: PubChem BioAssay, The Scripps Research Institute Molecular Screening Center
UHRF1 MBD2 ctr – UHRF1 methyl-DNA binding inhibition; inhibition, % at 4.4 µM; AID 687016; 0.75% of 370,000 active; UHRF1 binding to methylated oligo, TR-FRET; in the data active means inhibition above about 21%;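 further: UHRF1 SRA domain binding a hemimethylated CpG hairpin DNA probe; 0% = median of test compound wells and 100% = reference inhibitor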
MBD2 inh – MBD2-methylated oligo binding inhibition. Q9UBB5. TR-FRET, MBD2 binding to methylated oligonucleotide. inhibition, % at 4.4 µM. 0.31% of 370,000 active. AID 686964; in the data active means inhibition above about 13%
Target sequence (Q9UBB5 whole entry, looked up): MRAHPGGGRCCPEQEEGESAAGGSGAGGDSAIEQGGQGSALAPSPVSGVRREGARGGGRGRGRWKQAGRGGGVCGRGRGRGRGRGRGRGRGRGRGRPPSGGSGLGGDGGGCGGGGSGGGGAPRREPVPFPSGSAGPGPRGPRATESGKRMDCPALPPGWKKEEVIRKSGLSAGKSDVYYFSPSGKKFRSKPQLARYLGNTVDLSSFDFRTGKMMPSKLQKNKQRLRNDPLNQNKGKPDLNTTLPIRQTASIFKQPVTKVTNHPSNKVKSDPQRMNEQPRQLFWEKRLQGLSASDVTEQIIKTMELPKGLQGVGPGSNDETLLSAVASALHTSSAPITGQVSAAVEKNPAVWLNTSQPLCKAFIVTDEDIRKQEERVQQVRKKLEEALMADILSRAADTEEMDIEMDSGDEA
ADAM17 inh – inhibitors of human ADAM17 | P78536 | recombinant ADAM17, EDANS/DABCYL FRET peptide cleavage | inhibition, % at 6.95 µM | 0.83% of 370,000 active;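 active means inhibition above the mean of compounds lying between control limits plus 3 SD, set per campaign, cut at about 8.5% in these data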;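 further: 0% = DMSO-only wells as the low control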
ASAP1 inh – blocks human ASAP1-stimulated Arf1 GTP hydrolysis. 0.19% of 360,000 active. GDP FP detection. Q9ULH1. AID 624377. inhibition, % at 16.5 µM; in the data active means inhibition above about 25%;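 further: 0% = vehicle with enzyme and substrate and 100% = no enzyme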
DDE Tn6 FP inh – disrupts Tn6 cyclic peptide binding to fibrin D-Dimer-E complex. 0.21% of 370,000 active. Fibrin DD(E) TRITC-Tn6 fluorescence polarization displacement. inhibition, % at 8.3 µM;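 active means inhibition above a per-campaign cutoff: mean of compounds within control limits plus 3 SD, cut at about 15% in these data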;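 further: 0% = median of all compound wells on the plate and 100% = blocking peptide control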
Target sequence (P02675 whole entry, looked up): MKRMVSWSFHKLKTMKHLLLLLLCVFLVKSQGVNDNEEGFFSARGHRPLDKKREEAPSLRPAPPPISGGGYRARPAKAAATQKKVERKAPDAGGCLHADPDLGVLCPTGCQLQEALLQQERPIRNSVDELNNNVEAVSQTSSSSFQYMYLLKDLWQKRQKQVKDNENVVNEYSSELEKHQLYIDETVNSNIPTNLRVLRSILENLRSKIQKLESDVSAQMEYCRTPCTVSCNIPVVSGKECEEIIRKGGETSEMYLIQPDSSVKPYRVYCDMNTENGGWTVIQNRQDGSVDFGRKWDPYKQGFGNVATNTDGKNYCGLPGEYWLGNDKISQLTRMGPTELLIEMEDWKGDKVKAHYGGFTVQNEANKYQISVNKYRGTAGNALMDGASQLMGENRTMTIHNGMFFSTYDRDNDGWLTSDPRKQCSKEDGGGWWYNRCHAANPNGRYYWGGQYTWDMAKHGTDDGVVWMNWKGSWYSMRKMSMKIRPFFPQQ
PLC-gamma1 inh – inhibitors of human phospholipase C gamma1 | purified PLC-gamma1, fluorogenic substrate, fluorescence | inhibition, % at 12.2 µM | 0.84% of 370,000 active | AID 720700; in the data active means inhibition above about 9.5%
ARFGAP1 inhibitor – inhibitors of rat ARFGAP1. Arfgap1-stimulated ARF1 GTP hydrolysis, GDP FP detection. inhibition, % at 16.5 µM. 0.26% of 360,000 active. AID 651572;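 active means inhibition above a per-plate limit, mean inhibition of low control wells plus 3 SD, cut at about 25% in these data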;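 further: 0% = DMSO wells with enzyme and 100% = wells lacking Arfgap1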
Target sequence (Q62848 1-136 limits assumed): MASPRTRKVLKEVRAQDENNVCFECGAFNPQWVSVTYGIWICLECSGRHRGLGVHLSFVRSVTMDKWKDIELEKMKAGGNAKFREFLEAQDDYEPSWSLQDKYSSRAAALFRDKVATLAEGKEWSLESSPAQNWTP
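Material: rat Arfgap1 catalytic domain, aa 1-136; also added: human ARF1(Δ1-17)-GTP substrate; compound dosing: one concentration, 16.5 µM, DMSO 1.26%; incubation: GTP hydrolysis reaction 2 h at 25 °C; measured by: Tracer-displacement fluorescence polarization with EDTA stop, 620/688 nm; evaluation: % inhibition from polarization; repeats: one replicate per compound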
PLC-beta3 inh – PLC-beta3 (human) inhibition, primary screen | Purified PLC-beta3, fluorogenic substrate, fluorescence | inhibition, % at 12.2 µM | 0.18% of 370,000 active | AID 720704; in the data active means inhibition above about 11%;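 further: 0% = median of compound wells on plate and 100% = full blocker control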
DDE Tn7 FP inh – DD(E)-Tn7 binding inhibition, primary FP screen; P02675; FP displacement of FITC-Tn7 peptide from fibrin DD(E); 0% = median of compound wells per plate; inhibition, % at 8.3 µM; 0.13% of 370,000 active; AID 720508;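 active means inhibition above the mean of compounds falling within the control limits plus 3 SD of them, cut at about 14% in these data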;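 further: 0% = plate median of compound wells and 100% = 10 µM Aha-Tn7 peptide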
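Test system: human clot-derived fibrin DD(E) complex / Quantity: 2 µM final DD(E) protein / Incubation: 10 min plus 3 h, room temperature / Measured by: fluorescence polarization / Benchmarks: high control of 10 µM Aha-Tn7 peptide / Replicates: singlicate testing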
KLK7 zymogen act – proKLK7 (human) activation, primary screen; 0.9% of 370,000 active; P49862; activation, % at 7 µM; AID 652039; purified proKLK7, EDANS-DABCYL substrate fluorescence; 100% is mature enzyme control, 0% vehicle;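 active means activation above the mean of all tested compounds plus 3 SD, computed per campaign excluding outliers beyond control limits, cut at about 13% in these data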
* marks the source's active call; other numbers are inactive results; . = not tested or not shown.

SMILES | UHRF1 MBD2 ctr | MBD2 inh | ADAM17 inh | ASAP1 inh | DDE Tn6 FP inh | PLC-gamma1 inh | ARFGAP1 inhibitor | PLC-beta3 inh | DDE Tn7 FP inh | KLK7 zymogen act
O=[N+]([O-])c1ccc(Cl)cc1Sc1nc2ccccc2o1 | 3 | 5 | -1 | 4 | 1 | 0 | 4 | -2 | 0 | -0.8
Cc1ccc(/C=N/n2nnnc2N)cc1[N+](=O)[O-] | -5 | -5 | 1 | 8 | 0 | 3 | 9 | 1 | -5 | 0.1
O=C(CSc1nnc(-c2ccccc2)n1Cc1ccccc1)NC1CC1 | 8 | 7 | -3 | 3 | 1 | 1 | 5 | -1 | 6 | -0.5
O=C(CSc1ncn[nH]1)c1ccc(OC(F)F)cc1 | -3 | -5 | -2 | -9 | 1 | -1 | -4 | -6 | 6 | -0.4
Cc1c(C(=O)OCC(=O)NC(C)c2ccccc2)oc2ccccc12 (configuration not stated) | 1 | -4 | 2 | -8 | -6 | -2 | 8 | -3 | 7 | 0.1
CN1C(=O)C2(OCC(CO)([N+](=O)[O-])CO2)c2ccccc21 (configuration not stated) | 0 | -4 | 0 | -6 | 1 | -7 | -4 | -2 | 5 | 0.0
CCOc1ccc(NC(=O)CSc2nnc(Cn3cnc([N+](=O)[O-])n3)n2CC)cc1 | -2 | -1 | 0 | 10 | -9 | 4 | -6 | -2 | -8 | 0.2
COc1ccc(N2CC(C(=O)Nc3ccccc3N3CCCC3)CC2=O)c(OC)c1 (configuration not stated) | -1 | -7 | 0 | -1 | -1 | -3 | 5 | -7 | -2 | 0.2
O=C(COC(=O)C1CC2C=CC1C2)NCc1ccco1 (configuration not stated) | 16 | 1 | -1 | 7 | 5 | -3 | -12 | -3 | -3 | 0.4
C=CCNC1=C(Cl)C(=O)N(c2ccccc2Cl)C1=O | 5 | 8 | -2 | 10 | 5 | -42 | 9 | -41 | 4 | -2.4
CC(=O)N1CCN(S(=O)(=O)c2cccc(C(=O)Nc3ccccc3N3CCOCC3)c2)CC1 | 1 | 0 | 1 | -6 | -4 | 0 | -1 | 1 | 5 | 0.0
O=C(CSc1nnc(-c2ccccc2F)n1C1CC1)NC(=O)c1cccc([N+](=O)[O-])c1 | -1 | -1 | 2 | 2 | -1 | 1 | 9 | 1 | -3 | 0.6
N#Cc1ccc(COC(=O)CC(NC(N)=O)c2ccc(Cl)cc2)cc1 (configuration not stated) | -1 | -2 | 2 | 12 | 0 | 1 | -6 | -2 | -1 | 0.3
O=C(Nc1cccc(Cl)c1)NC1CCCCC1 | 2 | 0 | 1 | 14 | 6 | -1 | 5 | 1 | -2 | 0.3
O=C(CN1C(=O)C2CCCCC2C1=O)NC1CCCc2ccccc21 (configuration not stated) | 1 | 1 | -4 | -5 | 5 | -2 | 3 | -3 | 2 | -0.5
C=CCNc1nc2cc(-c3cccc(Cl)c3)sc2c(=O)n1C | -1 | 3 | -10 | -7 | 0 | -10 | -3 | -9 | -1 | 0.3
O=[N+]([O-])c1ccc(-c2nc3ccc([N+](=O)[O-])cc3[nH]2)cc1 | -5 | -2 | -2 | 12 | 12 | -1 | -4 | 1 | -4 | 0.3
Cc1cc(C)c(OCC(=O)OCC(=O)N2c3ccccc3CC2C)c(C)c1 (configuration not stated) | -2 | -3 | 2 | 4 | -10 | 1 | 0 | -8 | 0 | 0.2
O=C(CN1CCN(C/C=C/c2ccccc2)CC1)NC(=O)NC1CCCCC1 | -3 | 2 | -4 | 1 | -2 | -1 | -3 | 1 | -3 | 0.5
CCC1(c2ccccc2)NC(=O)N(CC(=O)NC2CCCC2)C1=O (configuration not stated) | -1 | 0 | 1 | -18 | -4 | -2 | -3 | 1 | 2 | 0.4

Taken from above:
Reading for N#Cc1ccc(COC(=O)CC(NC(N)=O)c2ccc(Cl)cc2)cc1 (configuration not stated) under MBD2 inh: -2
Reading for Cc1cc(C)c(OCC(=O)OCC(=O)N2c3ccccc3CC2C)c(C)c1 (configuration not stated) under MBD2 inh: -3

4 of the entries above in order of their number in KLK7 zymogen act, ascending:
SMILES | UHRF1 MBD2 ctr | MBD2 inh | ADAM17 inh | ASAP1 inh | DDE Tn6 FP inh | PLC-gamma1 inh | ARFGAP1 inhibitor | PLC-beta3 inh | DDE Tn7 FP inh | KLK7 zymogen act
O=C(CN1C(=O)C2CCCCC2C1=O)NC1CCCc2ccccc21 (configuration not stated) | 1 | 1 | -4 | -5 | 5 | -2 | 3 | -3 | 2 | -0.5
CC(=O)N1CCN(S(=O)(=O)c2cccc(C(=O)Nc3ccccc3N3CCOCC3)c2)CC1 | 1 | 0 | 1 | -6 | -4 | 0 | -1 | 1 | 5 | 0.0
CCC1(c2ccccc2)NC(=O)N(CC(=O)NC2CCCC2)C1=O (configuration not stated) | -1 | 0 | 1 | -18 | -4 | -2 | -3 | 1 | 2 | 0.4
O=C(CSc1nnc(-c2ccccc2F)n1C1CC1)NC(=O)c1cccc([N+](=O)[O-])c1 | -1 | -1 | 2 | 2 | -1 | 1 | 9 | 1 | -3 | 0.6

(next part)
SMILES | UHRF1 MBD2 ctr | MBD2 inh | ADAM17 inh | ASAP1 inh | DDE Tn6 FP inh | PLC-gamma1 inh | ARFGAP1 inhibitor | PLC-beta3 inh | DDE Tn7 FP inh | KLK7 zymogen act
O=C(CCC(=O)NNC(=O)COc1ccc(Br)cc1Br)NCc1ccccc1 | 2 | -3 | 3 | 4 | 4 | 7 | -5 | 8 | -3 | 0.0
CC(C)c1ccccc1NC(=S)NCc1ccccc1F | -2 | 1 | 2 | -5 | 5 | 1 | 5 | 5 | 3 | 0.7
CC(C)Oc1cc(NC(=O)CSCC(=O)Nc2cccc(C(F)(F)F)c2)c(Cl)cc1Cl | 6 | 2 | 6 | -2 | 8 | 4 | 0 | 1 | -2 | 0.6
CN(CC(=O)N1CCN(c2ccc(F)cc2)CC1)S(=O)(=O)c1ccc2c(c1)c(=O)n(C)c(=O)n2C | -2 | 1 | -1 | -5 | 4 | 3 | 11 | -1 | -7 | -0.4
CCNC(=O)CC1C(=O)N(c2ccc(F)cc2)C(=O)N1Cc1ccccn1 (configuration not stated) | -1 | 4 | -19 | -7 | 5 | -2 | -16 | 2 | -1 | 0.1
NC(=O)c1ncn([C@@H]2O[C@H](C(=O)Nc3ccc(C(=O)N4CCCCC4)cc3)[C@@H](O)[C@H]2O)n1 | 2 | 9 | -3 | 12 | -2 | 1 | 4 | 4 | 0 | 0.5
COc1ccc(NS(=O)(=O)c2ccc3oc(SCc4ccc(F)cc4)nc3c2)cc1 | 0 | 3 | 11* | 12 | -9 | 1 | -1 | 0 | -6 | -0.5
Cc1ccc(N(CC(=O)Nc2ccc(Br)c(C)c2)S(=O)(=O)c2c(C)[nH]c(=O)[nH]c2=O)cc1 | -1 | -5 | 5 | 7 | 0 | 1 | -4 | -4 | 4 | -0.5
CCc1nnc(NS(=O)(=O)c2ccc(NCc3ccccc3O)cc2)s1 | -1 | 4 | -1 | 1 | 0 | 0 | -6 | -10 | -2 | -0.5
Cc1noc(C)c1C(=O)OCC(=O)Nc1ccc(C(N)=O)cc1 | 7 | 8 | -4 | -4 | -2 | -2 | 6 | -8 | 9 | 0.3
Cc1ccc(S(=O)(=O)Nc2ncnc3sccc23)cc1C | 2 | 0 | -5 | -8 | 4 | 0 | -4 | -13 | 3 | 0.9
COC(=O)Cc1[nH]nc2c1C(c1ccc(O)c(OC)c1)C(C#N)=C(N)O2 (configuration not stated) | -3 | -1 | -6 | 2 | 2 | -7 | 7 | -13 | -3 | 0.2
O=C(O)C1CSC(c2ccco2)N1 (configuration not stated) | 65* | 34* | -3 | 10 | -2 | -5 | -3 | -12 | -2 | 1.2
CCOc1ccc(OCc2cccc(C(=O)N3CCCCCC3)c2)cc1 | 2 | 1 | 2 | 2 | 0 | 1 | -5 | 1 | -2 | 0.2
COc1ccc(N2CCN(C(=O)CN(c3ccc(OC)cc3)S(=O)(=O)c3ccccc3)CC2)cc1 | 31* | 8 | 1 | -10 | -4 | 0 | 4 | -7 | 5 | -0.2
CC(C)(C)c1ccc(OCCC(=O)OCC(=O)NCc2ccccc2)cc1 | 0 | -1 | 3 | 2 | -3 | -4 | 12 | -5 | -6 | -0.2
CN(C)c1ccc(NC(=O)c2cn(-c3ccccc3)nc2-c2cccs2)cc1 | 0 | 0 | 13* | 6 | -14 | -7 | 13 | -8 | 6 | -0.4
COc1cc(C(C#N)N2N=C(c3ccccc3)CC2c2ccccc2)ccc1O (configuration not stated) | 5 | 2 | 7 | 5 | -5 | 6 | 18 | 2 | 0 | 0.0
CCOc1cc(/C=N/NC(=O)Cn2nc([N+](=O)[O-])cc2C)ccc1OCc1ccc(F)cc1 | -2 | 0 | -3 | 0 | 2 | -1 | 13 | -2 | 4 | 0.3
Cc1nonc1C1CCCN1C(=O)c1cc(COc2cccc(C(F)(F)F)c2)on1 (configuration not stated) | 0 | 3 | 2 | 2 | -6 | -1 | 19 | -8 | -7 | 0.8
CCc1ccc([C@@H]2CC=C(C(=O)O)[C@H](c3ccc(Br)cc3)N2S(=O)(=O)c2ccc(C)cc2)cc1 | -2 | 0 | -3 | 6 | 8 | -2 | -8 | 3 | 3 | 0.3
CCN(C(=O)Cn1c(=O)n2nc(CCn3nc(C)cc3C)nc2c2ccccc21)c1cccc(C)c1 | 5 | 9 | -3 | -1 | -10 | 9 | 8 | -4 | 1 | 0.4
CCCCn1c(N)c(N(CCOC)C(=O)CN(C)S(=O)(=O)c2ccc(C)cc2)c(=O)[nH]c1=O | -1 | -2 | -1 | -7 | -1 | -1 | 1 | -4 | -2 | -0.5
CCOC(=O)Nc1ccc(S(=O)(=O)Nc2onc(C)c2C)cc1 | 0 | 5 | -1 | 1 | -4 | -4 | -5 | -8 | -4 | 0.5
c1ccc2occc2c1 | 0 | -8 | 4 | 3 | 1 | 5 | -2 | 9 | -14 | -0.5
COc1ccc(C)cc1NC(=O)CN1C(=O)c2ccccc2S1(=O)=O | 0 | 2 | -5 | -12 | 2 | -3 | -11 | 0 | 2 | -0.9
NS(=O)(=O)c1ccc(CCNC(=O)c2ccc(-c3ccccc3)cc2)cc1 | 5 | 7 | -6 | 1 | -3 | 0 | 11 | -6 | -1 | -0.7
Cc1nccn1CCCN1C(=O)OC2(CCCCC2)C1(C)O (configuration not stated) | 2 | 1 | -6 | -19 | 2 | -2 | 1 | -2 | 7 | 0.5
Cc1nn(-c2ccccc2)c2sc(C(=O)N3CCN(S(=O)(=O)c4ccc(Br)s4)CC3)cc12 | -1 | -1 | -4 | . | 10 | -3 | . | 1 | 9 | 0.7
COCCn1nnnc1C(c1ccc2ncccc2c1)N1CCc2ccccc21 (configuration not stated) | 1 | 0 | -5 | 3 | -5 | -6 | 7 | -3 | 7 | 0.6
CCOc1ccc(CCNC(=O)COC(=O)/C=C/c2ccco2)cc1OCC | 12 | 1 | 0 | 8 | 4 | 0 | 7 | -2 | 3 | -0.4
COc1ccccc1N(CC(=O)Nc1ccccc1C(=O)N1CCOCC1)S(C)(=O)=O | -2 | -3 | 0 | 5 | 11 | 1 | 10 | -2 | 4 | 0.5
O=C(Nc1ccccc1C(=O)O)c1cccc(N2C(=O)c3ccccc3C2=O)c1 | 0 | 0 | -4 | -6 | -3 | -3 | 6 | -7 | 4 | 0.4
O=C(NC(=S)Nc1ccccc1[N+](=O)[O-])c1ccccc1 | -3 | -3 | 3 | 4 | 10 | -2 | -3 | -4 | -6 | -0.5
